NPY2 pot ag = NPY-Y2 potentiators or agonists, primary screen, cell-based | cells expressing NPY-Y2, potentiator/agonist read-out | activation, % at 3.6 µM | 220,000 tested, 0.45% active; in the data active means activation above about 27%;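 further: cells stimulated with NPY near EC25 plus isoproterenol at EC100; 0% = vehicle plus submaximal agonist and 100% = vehicle plus saturating agonist; some results beyond the cut were filed as inactive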
Target sequence (P49146 whole entry, looked up): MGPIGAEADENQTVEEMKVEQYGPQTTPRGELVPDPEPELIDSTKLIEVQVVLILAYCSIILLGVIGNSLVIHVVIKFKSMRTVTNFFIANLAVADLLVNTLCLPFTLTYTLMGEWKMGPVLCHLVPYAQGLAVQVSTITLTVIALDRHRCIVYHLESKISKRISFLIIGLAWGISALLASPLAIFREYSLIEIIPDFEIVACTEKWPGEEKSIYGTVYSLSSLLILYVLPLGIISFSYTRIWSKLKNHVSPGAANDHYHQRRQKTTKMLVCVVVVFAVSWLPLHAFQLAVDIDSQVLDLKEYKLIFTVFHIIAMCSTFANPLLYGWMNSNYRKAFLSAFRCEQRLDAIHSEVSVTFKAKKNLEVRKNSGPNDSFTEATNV
EP2 modulator = EP2 receptor modulators, cAMP readout, primary screen, cell-based, HTRF cAMP, PGE2 stimulation; Prostaglandin E2 receptor EP2 subtype (Homo sapiens), P43116; EP2-expressing cells, cAMP HTRF FRET, PGE2 co-stimulation; induction, % at 25 µM; 260,000 tested, 0.83% active;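 active means compounds whose cAMP rise, as percent of the full-agonist control response, exceeds 60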;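 further: rat C6 glioma line stably carrying human EP2 under a CMV promoter; the protocol text gives 20 µM as final concentration; 100% = response of wells given 1 µM PGE2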
NPY Y1 blocker = NPY-Y1 receptor antagonists, primary screen, cell-based; Neuropeptide Y receptor type 1 (Homo sapiens), P25929; HEK293-CNG Y1 cells, membrane potential fluorescence; NPY at EC95, then isoproterenol; inhibition, % at 3.6 µM; 200,000 tested, 1% active; AID 1040, 2008;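 active means inhibition above the campaign mean inhibition of all tested compounds plus 3 SD, cut at about 20% in these data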;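 further: 0% = DMSO wells given NPY plus isoproterenol and 100% = isoproterenol alone without NPY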
Target sequence (P25929 whole entry, looked up): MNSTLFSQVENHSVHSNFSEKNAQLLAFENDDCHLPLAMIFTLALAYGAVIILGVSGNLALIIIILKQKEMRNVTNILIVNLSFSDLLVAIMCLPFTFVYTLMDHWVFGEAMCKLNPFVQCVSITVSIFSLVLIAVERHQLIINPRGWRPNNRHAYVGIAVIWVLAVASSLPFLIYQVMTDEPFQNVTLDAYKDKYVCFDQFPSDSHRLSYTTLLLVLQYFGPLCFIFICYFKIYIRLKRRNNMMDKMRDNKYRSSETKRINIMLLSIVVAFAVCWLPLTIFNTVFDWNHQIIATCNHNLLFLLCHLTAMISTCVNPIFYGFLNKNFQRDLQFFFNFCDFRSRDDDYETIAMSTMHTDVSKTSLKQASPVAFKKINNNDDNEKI
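Material: Y1- and CNG-channel-expressing HEK293 cells / Probe or stimulus: NPY 25 nM then isoproterenol 1 µM plus Ro 20-1724 25 µM / Doses: 3.6 µM single dose, DMSO 0.4% / Schedule: compound incubation 1 h at room temperature, readout 45 min post-stimulation / Signal: membrane potential fluorescence / Benchmarks: isoproterenol-only wells as full block versus NPY-plus-isoproterenol wells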
NPY1 pot ag = NPY-Y1 receptor potentiators or agonists, primary screen, cell-based. 220,000 tested, 0.37% active. activation, % at 3.6 µM. Neuropeptide Y receptor type 1 (Homo sapiens), P25929. NPY-Y1 expressing cells, potentiator/agonist activation; in the data active means activation above about 33%, passing the limit was not always enough;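 further: cells stimulated with NPY at EC10 then isoproterenol at EC100; 0% = low agonist plus stimulus and 100% = saturating agonist plus stimulus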
S1P4 agonist = S1P4 receptor agonists, primary screen, cell-based | S1P4-expressing cell line, agonist reporter assay | activation, % at 4.98 µM | AID 1509, 2009 | 220,000 tested, 0.35% active; in the data active means activation above about 11%;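 further: 0% = DMSO vehicle and 100% = reference agonist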
TRPN1 ag = zebrafish TRPN1 channel agonists, primary screen, cell-based, HEK293, calcium fluorescence; transient receptor potential cation channel N1 (TRPN1/NompC), Danio rerio; HEK293 zebrafish TRPN1-YFP, Fluo-8 calcium fluorescence; 100% = response to 87 µM carbachol; activation, % at 3 µM; 220,000 tested, 0.18% active; AID 1424, 2008;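 active means activation above its plate's cutoff, the mean activation of test wells on that plate plus 3 SD, cut at about 19% in these data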;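 further: 0% = DMSO alone and 100% = 87 µM carbachol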
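Material – zebrafish TRPN1-YFP in HEK293 cells · Doses – 3 µM single point · Schedule – dye 1 h 37 °C plus 30 min RT · Signal – Fluo-8 calcium fluorescence, excitation 470-495 nm, emission 515-575 nm · Read-out – % activation versus carbachol response · Control set – carbachol high, DMSO low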
CHOP inhibitor = inhibitors of CHOP promoter induction, primary screen, cell-based, unfolded protein response, luciferase reporter. inhibition, % at 10 µM. AID 2732, 2010. CHO-K1 CHOP-promoter luciferase, tunicamycin-induced, 15-18 h. 220,000 tested, 3.8% active;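 active means compounds that reduced the stress-induced luciferase reporter signal by more than about 70% of percent inhibition, limit read from the data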;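 further: 0% = tunicamycin plus vehicle and 100% = wells without tunicamycin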
S1P4 antagonist = S1P4 receptor antagonists, primary screen, cell-based; Sphingosine 1-phosphate receptor 4 (Homo sapiens), O95977; S1P4-expressing cells, antagonist mode, reporter read-out; inhibition, % at 4.98 µM; 220,000 tested, 0.26% active; AID 1510, 2009; in the data active means inhibition above about 29%;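 further: 0% = wells stimulated with agonist and 100% = vehicle wells without agonist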
TRPML3 ag = human TRPML3 channel agonists, primary screen, cell-based, HEK293 TRPML3-YFP, Fluo-8 calcium fluorescence, 3 µM | Mucolipin-3 (Homo sapiens), Q8TDD5 | 100% = the carbachol control signal | activation, % at 3 µM | 220,000 tested, 0.29% active;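 active means activation above its plate's cutoff, the mean activation of the plate's test wells plus 3 SD, cut at about 12% in these data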;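 further: 0% = DMSO only wells and 100% = carbachol wells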
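Test system: TRPML3-YFP stable HEK293 cells. Doses: single point at 3 µM. Incubation: dye loading 1 h 37 °C then 30 min ambient, 125 s read. Signal: Fluo-8 calcium dye fluorescence, ex 470-495, em 515-575 nm. Measure: percent activation from peak-to-basal fluorescence ratio, scaled between DMSO and carbachol.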
Numbers without * were called inactive; x = not tested or not shown; & = joins results of further samples. Outcome played no part in choosing rows (roughly 6.5% active in at least one column).

SMILES	NPY2 pot ag	EP2 modulator	NPY Y1 blocker	NPY1 pot ag	S1P4 agonist	TRPN1 ag	CHOP inhibitor	S1P4 antagonist	TRPML3 ag
Cc1c(N=Cc2ccc(Br)s2)cccc1[N+](=O)[O-]	-3	1	3	5	-0.7	0.2	14	4	0.3
CCN1C(=O)c2cccc3c(Cl)ccc(c23)C1=O	-4	22	2	1	0.9	-0.1	11	-17	-0.8
CCc1ccc(Nc2ncccc2C#N)cc1	1	7	6	8	2.5	-0.9	4	-9	-0.3
COc1cc(-c2nnc3sc(-c4cccs4)nn23)cc(OC)c1OC	6	16	1	-3	1.1	1.4	-4	-4	0.8
CCOC(=O)Cc1csc(NC(=O)Nc2cccc(OC)c2)n1	14	-21	x	1	0.1	0.1	12	-6	0.8
COc1ccc(CCn2c(C3CCCCC3)nc3c(c(=O)c4ccccc4n3C)c2=O)cc1	-31	-6	x	-46	-0.6	22*	100*	4	12*
O=C(NC(=S)N1CCN(C/C=C/c2ccccc2)CC1)c1ccc(Cl)nc1	4	-3	x	25	0.1	1.7	-19	-8	1.4
CCOC(=O)Nc1cccc2ccccc12	-10	5	-2	0	-1.4	-0.3	48	-4	-0.1
CCc1cc2c3c(c(=O)oc2cc1O)CCCC3	-22	33	7	-15	0.2	-1.5	90*	8	-0.8
CCOC(=O)C1CCN(C(=O)CCn2c(=O)[nH]c3ccsc3c2=O)CC1	4	26	-7	6	-2.1	0.1	22	-12	0.8

Overlap with the part before: two compounds, followed by the next part.
SMILES	NPY2 pot ag	EP2 modulator	NPY Y1 blocker	NPY1 pot ag	S1P4 agonist	TRPN1 ag	CHOP inhibitor	S1P4 antagonist	TRPML3 ag
CCc1cc2c3c(c(=O)oc2cc1O)CCCC3	-22	33	7	-15	0.2	-1.5	90*	8	-0.8
CCOC(=O)C1CCN(C(=O)CCn2c(=O)[nH]c3ccsc3c2=O)CC1	4	26	-7	6	-2.1	0.1	22	-12	0.8
COc1ccccc1-c1nnc(NC(=O)c2ccc3ncsc3c2)o1	-3	11	1	7	2.2	0.4	20	-19	-0.7
Cc1cccc(-n2cnc(C(=O)Nc3cccnc3)c2)n1	10	-6	-4	1	3.4	1.4	17	1	-0.3
C/C(=C\C(=O)c1ccccc1)Nc1cccc(O)c1	21	-12	-2	15	0.8	0.6	-23	8	1.0
C/C(=N\NC(=O)Cn1nc(C)cc1C)c1ccc([N+](=O)[O-])cc1	8	9	x	-7	1.4	-1.0	8	4	0.1
N#C/C(=C\c1cccc([N+](=O)[O-])c1)c1nnc2n1CCCCC2	2	-2	-2	-14	1.8	0.3	14	-6	0.5
Cc1ccccc1NS(=O)(=O)c1cc(C(=O)NCCC2=CCCCC2)ccc1Cl	-8	-38	2	-6	-0.7	2.4	10	-12	0.4
O=C(Nc1cccc(F)c1)/C(=C\c1cccnc1)NC(=O)c1ccco1	-7	15	0	21	-0.8	0.4	20	-11	0.5
Cc1ccc(C2CC2c2n[nH]c(=S)n2-c2cccc(C)c2)cc1 (stereo not drawn)	-5	30	-3	-5	2.5	-2.1	19	-27	0.0
Cn1c(=O)[nH]c(=O)c2c1ncn2CCCc1ccccc1	-6	7	-3	12	0.1	0.1	6	17	0.8
N/C(=N\OC(=O)c1cccc(Br)c1)c1ccc(Br)cc1	5	17	-1	-8	0.9	-0.4	54	-13	1.0
Cc1ccc(-c2nc(NC(=O)CSc3ccc4ccccc4n3)ns2)cc1	2	30	0	3	2.1	0.9	35	16	0.0
Cc1cc(SCC(=O)Nc2ccccc2)nc(C)n1	-1	-15	2	-16	2.2	1.7	27	-4	1.2
CC(=O)NC1(C(F)(F)F)NC(=O)N(CC(C)C)C1=O (stereo not drawn)	3	-12	6	-13	-1.2	0.7	-3	-7	0.0
OCc1ncccc1O	3	-6	x	31	0.7	0.3	10	-2	0.8
COc1ccc(NC(=O)c2cc(Cl)ccc2Cl)c([N+](=O)[O-])c1	1	29	9	-22	0.7	-3.1	22	-21	-0.3
CC1Cc2ccccc2N1C(=S)NC(=O)c1ccco1 (stereo not drawn)	-14	2	-2	5	-4.2	-0.3	-2	4	0.8
CC1CCN(c2ccc(C(=O)Nc3nnc(C4CC4)s3)cc2[N+](=O)[O-])CC1	-2	-4	7	-5	-1.2	0.1	33	7	-0.3
COC(=O)CN(c1nc(C)cc(OC)n1)S(=O)(=O)c1ccccc1	-3	21	-2	-2	-1.2	-0.4	46	3	-0.1
CCCCS(=O)(=O)Nc1ccc(C)cn1	9	3	1	-12	1.2	0.3	2	-14	0.4
O=C(NCCc1nnc2ccc(NCc3cccnc3)nn12)c1ccccc1F	-3	14	-2	2	1.1	1.3	2	-1	0.4
CCCCCOC(=O)c1cc(=O)[nH]c2ccccc12	13	10	11	2	-1.3	-2.8	65	10	-1.0
Cc1ccc(C(=O)NC(=S)NNC(=O)COc2ccccc2C)cc1	-2	-49	-3	18	0.1	0.1	103*	-14	3.1
CC/C(=C\c1oc2cc3ccccc3cc2[n+]1CC)Nc1ccccc1	0	-28	9	-11	3.3	-1.6	48	-2	-0.7
O=[N+]([O-])c1ncn(Cc2ccccc2Cl)n1	-3	14	-3	2	1.1	-1.5	22	-19	0.7
O=C(CCC(=O)N(CC(=O)NC1CCCC1)Cc1cccs1)Nc1nccs1	-3	16&17	5	3	0.0	0.7	16	-13	0.7
COc1cc2c(-c3ccc(O)cc3)nc3c(c(C)nn3-c3ccccc3)c2cc1OC	5	32	5	14	3.3	0.0	65	-31	0.1
O=C(NCc1ccco1)C(=O)NCC1OCCN1S(=O)(=O)c1ccc(Cl)cc1 (stereo not drawn)	-5	-6	3	-18	0.1	-0.9	0	1	0.2
O=C(CCNC(=O)c1ccc(Cl)cc1)Nc1ccc(F)cc1F	10	-1	2	-27	-0.1	-0.9	-26	-15	-0.2
CCC1(CC)NC(=O)NC1=O	6	25	-1	7	-0.5	-0.5	42	-12	1.0
O=C(Nc1ccccc1)C1=C[C@@H](c2ccccc2)C[C@@H](OCc2ccc(CO)cc2)O1	-8	-19	9	-6	-0.1	0.1	-16	6	-0.6

Reformatted as comma-separated lines: 6 of the compounds above.
Structure,NPY2 pot ag,EP2 modulator,NPY Y1 blocker,NPY1 pot ag,S1P4 agonist,TRPN1 ag,CHOP inhibitor,S1P4 antagonist,TRPML3 ag
CCCCCOC(=O)c1cc(=O)[nH]c2ccccc12,13,10,11,2,-1.3,-2.8,65,10,-1.0
O=C(CCC(=O)N(CC(=O)NC1CCCC1)Cc1cccs1)Nc1nccs1,-3,16&17,5,3,0.0,0.7,16,-13,0.7
O=C(CCNC(=O)c1ccc(Cl)cc1)Nc1ccc(F)cc1F,10,-1,2,-27,-0.1,-0.9,-26,-15,-0.2
CCC1(CC)NC(=O)NC1=O,6,25,-1,7,-0.5,-0.5,42,-12,1.0
COc1cc2c(-c3ccc(O)cc3)nc3c(c(C)nn3-c3ccccc3)c2cc1OC,5,32,5,14,3.3,0.0,65,-31,0.1
O=C(Nc1ccccc1)C1=C[C@@H](c2ccccc2)C[C@@H](OCc2ccc(CO)cc2)O1,-8,-19,9,-6,-0.1,0.1,-16,6,-0.6

Later entries.
SMILES	NPY2 pot ag	EP2 modulator	NPY Y1 blocker	NPY1 pot ag	S1P4 agonist	TRPN1 ag	CHOP inhibitor	S1P4 antagonist	TRPML3 ag
CC(C)n1c(SCC(=O)Nc2ccc3c(c2)OCO3)nc2c1c(=O)n(C)c(=O)n2C	-2	21	-1	-2	1.1	0.1	4	-11	-0.7
CC(C)(C)NC(=O)COc1ccc(-c2ccccc2)cc1	-8	-57	-4	7	1.1	-0.3	15	6	0.3
C=C[C@]1(C)C[C@H]1[C@H](NP(=O)(c1ccccc1)c1ccccc1)c1ccccc1	-1	57	-3	-18	-0.1	0.6	-2	6	0.1
O=C(CCn1c(=O)oc2ccccc21)N(Cc1ccccc1)c1ccccn1	3	17	2	5	0.0	-0.2	14	-33	0.1
O=C(COc1ccc(Cl)cc1)NCc1nnc(SCC(=O)NCCc2ccccc2)o1	1	-33	-1	5	-0.2	-0.3	36	0	-0.1
O=C(NNS(=O)(=O)c1cccc(Cl)c1)c1cc(-c2ccc(F)cc2)nc2ccccc12	-4	37	2	2	0.3	-2.2	-9	-1	0.2
COc1ccc(C2Nc3ccccc3C(=O)N2c2ccccc2)cc1Cn1cc([N+](=O)[O-])cn1 (stereo not drawn)	-4	19	11	-37	1.6	-0.9	-9	-24	-0.6
COc1cc(/C=C(\C#N)C(=O)Nc2cc(C(F)(F)F)ccc2Cl)ccc1OCC(=O)Nc1cccc(C(F)(F)F)c1	-4	12	2	-21	-0.2	0.5	74*	0	0.3
CCOc1ccc(NC2=C(OC)C(=O)c3ccccc3C2=O)cc1	10	-13	2	9	-0.8	1.2	20	-5	-0.8
COc1ccc(NC(=O)COc2ccc(N(C)S(=O)(=O)c3ccc(C)cc3)cc2)cc1	8	-25	1	19	1.0	1.7	-25	15	6.3
COc1ccc(-n2c(SCC(=O)Nc3ccc4c(c3)OCO4)nc3c(c2=O)SCC3)cc1	2	-10	-1	1	0.3	1.9	39	-6	0.4
Cc1cc2cc(CNC(=O)Nc3ccccc3)ccc2n1C	11	0	4	12	-1.8	1.1	-5	-13	2.4
COc1ccc(C2c3cc(OC)c(OC)cc3CCN2S(C)(=O)=O)cc1OC (stereo not drawn)	-5	3	-7	-5	-0.4	-0.1	5	-2	1.2
N#Cc1nc(COc2ccccc2F)oc1NCCc1ccccc1	-22	-12	3	-10	1.5	-1.4	80*	-1	-0.9
CCOc1ccc(N2Cc3ccccc3C2)cc1	11	x	4	15	1.9	-1.6	x	8	-0.8
O=C(NCc1csc(-c2cccs2)n1)C1CC1	9	9	x	8	-1.3	1.4	22	12	1.1
Cc1sc2ncn(CC(=O)NCC(=O)N(C)C3CCCCC3)c(=O)c2c1C	-2	11	1	-4	-0.5	-0.4	8	-2	0.3
N#Cc1ccc2c(c1)nc1ccccn12	10	-3	6	16	2.0	1.7	17	-8	0.1
COc1ccc(/C=N/OC(=O)Nc2ccccc2OC)cc1	-16	-27	22*	-17	-0.2	-0.1	-27	-10	0.1
